# SRC3 inh: human NCOA3 inhibition; Q9Y6Q9; HEK293 GAL4-SRC3 luciferase reporter, luminescence; inhibition, % at 3.6 µM; 360,000 compounds, 0.17% hits;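 active = inhibition above a per-campaign cutoff, the mean of all compounds plus 3 SD, cut at about 60% in these data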;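 also: 0% = DMSO-treated cells and 100% = gossypol-treated cells at 36 µM; higher means less SRC3-driven luciferase light from the GAL4 reporter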
# TROY NFkB inh: TROY signaling inhibition; AID 1347056; 360,000 compounds, 0.98% hits; inhibition, % at 10 µM; Q293 LMP1-TROYcd NF-kB luciferase reporter, 4 h;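 active = compounds whose plate-normalised and pattern-corrected inhibition of the luciferase reporter signal at the single screening dose is 50% or more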
# EBV LMP1 NFkB: Epstein-Barr LMP1 NF-kappaB reporter inhibition; inhibition, % at 12.5 µM; LMP1-induced NF-kappaB luciferase reporter cells, luminescence; 350,000 compounds, 0.69% hits; in the data active = inhibition above about 41%;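 also: 0% = neutral control wells and 100% = reference inhibitor control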
# NR5A2 inv ag: suppresses constitutive activity of human LRH-1; O00482; HEK293T StAR-luciferase reporter, LRH-1 transfected, 24 h; inhibition, % at 3.6 µM; 360,000 compounds, 0.13% hits; AID 602396;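 active = inhibition above the mean inhibition of all tested compounds plus 3 SD, cut at about 73% in these data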;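 also: 0% = DMSO wells and 100% = reporter-only cells lacking LRH-1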
# SRC1 inh: human NCOA1 inhibition; AID 588354; HEK293 GAL4-SRC1 luciferase reporter, luminescence; inhibition, % at 3.6 µM; 360,000 compounds, 0.12% hits; Q15788;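 active = inhibition above the campaign mean plus 3 SD, with each screening campaign given its own cutoff, cut at about 60% in these data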;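 also: 0% = DMSO treated cells and 100% = gossypol at 36 µM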
# Target sequence (Q15788 whole entry, looked up, the tested form may be a part): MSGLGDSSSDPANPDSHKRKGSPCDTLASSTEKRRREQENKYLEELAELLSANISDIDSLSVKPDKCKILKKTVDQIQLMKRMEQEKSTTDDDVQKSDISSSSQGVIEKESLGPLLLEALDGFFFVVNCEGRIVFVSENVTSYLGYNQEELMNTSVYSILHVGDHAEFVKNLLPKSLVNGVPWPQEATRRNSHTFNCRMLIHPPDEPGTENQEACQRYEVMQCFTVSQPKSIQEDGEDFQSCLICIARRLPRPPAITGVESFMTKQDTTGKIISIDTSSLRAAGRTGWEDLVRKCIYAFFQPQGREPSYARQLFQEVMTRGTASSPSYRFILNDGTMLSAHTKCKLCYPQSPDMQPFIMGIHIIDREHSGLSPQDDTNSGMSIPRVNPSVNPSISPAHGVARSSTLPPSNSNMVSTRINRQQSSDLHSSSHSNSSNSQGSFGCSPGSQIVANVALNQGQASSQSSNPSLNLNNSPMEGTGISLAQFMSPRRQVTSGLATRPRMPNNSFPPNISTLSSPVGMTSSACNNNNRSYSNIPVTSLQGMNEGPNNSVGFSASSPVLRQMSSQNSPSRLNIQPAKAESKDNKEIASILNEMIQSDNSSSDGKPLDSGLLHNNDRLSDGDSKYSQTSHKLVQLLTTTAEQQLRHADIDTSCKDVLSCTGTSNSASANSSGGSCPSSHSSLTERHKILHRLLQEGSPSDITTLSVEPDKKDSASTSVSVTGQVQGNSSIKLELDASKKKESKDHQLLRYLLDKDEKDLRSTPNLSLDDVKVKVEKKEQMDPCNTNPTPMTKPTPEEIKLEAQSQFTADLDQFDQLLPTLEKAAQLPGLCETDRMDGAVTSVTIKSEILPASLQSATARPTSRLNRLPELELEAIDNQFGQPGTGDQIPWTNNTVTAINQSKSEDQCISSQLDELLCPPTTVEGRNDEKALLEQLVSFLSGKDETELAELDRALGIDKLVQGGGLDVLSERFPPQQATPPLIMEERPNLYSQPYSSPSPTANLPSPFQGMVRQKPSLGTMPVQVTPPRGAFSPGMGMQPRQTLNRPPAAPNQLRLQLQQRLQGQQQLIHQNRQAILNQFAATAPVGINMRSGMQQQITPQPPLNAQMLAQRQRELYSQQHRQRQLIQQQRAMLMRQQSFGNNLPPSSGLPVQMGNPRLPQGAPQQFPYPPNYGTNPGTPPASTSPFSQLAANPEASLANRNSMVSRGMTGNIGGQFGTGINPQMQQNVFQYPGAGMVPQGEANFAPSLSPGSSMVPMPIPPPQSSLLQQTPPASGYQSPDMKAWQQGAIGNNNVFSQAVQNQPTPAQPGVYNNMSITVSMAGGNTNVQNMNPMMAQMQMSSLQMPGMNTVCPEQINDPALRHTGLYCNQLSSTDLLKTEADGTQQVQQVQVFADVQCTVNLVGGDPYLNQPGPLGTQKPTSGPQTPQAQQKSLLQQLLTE
# KKLEB tox: counter-screen for CF NF-kB inhibitors: cytotoxicity | KKLEB CF airway cells viability, ATPlite luminescence, overnight; active compounds read low; cells stimulated with P. aeruginosa culture filtrate | activity change (cytotoxicity), % at 5 µM | 360,000 compounds, 0.36% hits;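 active = corrected activity change at or below -50% at 5 µM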
# NCOA2 inhibitor: inhibits human steroid receptor coactivator 2. Q15596. HEK293 GAL4-SRC2 luciferase reporter, luminescence. inhibition, % at 9 µM. 370,000 compounds, 0.17% hits. AID 651957;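 active = inhibition above the mean inhibition of all tested compounds plus 3 SD, set per campaign, cut at about 52% in these data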;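 also: 0% = DMSO treated cells and 100% = cells given Gossypol at 36 µM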
# COUP-TFII inh: inhibitors of human COUP-TFII (NR2F2); AID 686940; inhibition, % at 8.6 µM; P24468; 370,000 compounds, 0.7% hits; HEK293T NGFI-A luciferase reporter, luminescence;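 active = inhibition above a per-plate cutoff, mean inhibition of test wells between control levels plus 3 SD, cut at about 38% in these data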;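 also: cells cotransfected with COUP-TFII expression vector driving the NGFI-A reporter; 0% = median of COUP-TF2 test wells and 100% = reporter-only cells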
# CF NFkB inh: cystic fibrosis NF-kB activation inhibition; KKLEB NF-kB-GFP reporter, PAF-induced, GFP fluorescence overnight; inhibition, % at 5 µM; 360,000 compounds, 0.86% hits; AID 588850;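 active = at least 50% inhibition at 5 µM, scaled per plate between neutral and stimulator controls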;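 also: PAF is a Pseudomonas aeruginosa culture filtrate used as stimulus; plate controls were PAF-stimulated DMSO wells for no effect and unstimulated DMSO wells for full effect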
# TWEAK-Fn14 inh: blocks TWEAK-Fn14 interaction in a reporter cell assay; TWEAK-stimulated Fn14 reporter cells, luciferase luminescence, 8 h; inhibition, % at 10 µM; 360,000 compounds, 2% hits; AID 1159606; in the data active = inhibition above about 50%
# C8 TRAIL sens: sensitizes caspase-8 expressing cells to TRAIL. NB7+C8 cells + TRAIL, ATPlite viability luminescence. inhibition (viability loss, TRAIL sensitization), % at 10 µM. 360,000 compounds, 1% hits. AID 624354;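 active = compounds causing at least 50% loss of cell viability in the single-dose screen, relative to plate controls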
# * = called active by the depositor; / = no result given; & = joins results of further samples.
SMILES,SRC3 inh,TROY NFkB inh,EBV LMP1 NFkB,NR5A2 inv ag,SRC1 inh,KKLEB tox,NCOA2 inhibitor,COUP-TFII inh,CF NFkB inh,TWEAK-Fn14 inh,C8 TRAIL sens
Nc1nc(NCC2CCCO2)nc(NCC2CCCO2)c1[N+](=O)[O-] (stereo unspecified),7,-2,-3,-8,7,5,10,-7,5,4,-4
COCCn1c(C)nnc1SCC(=O)Nc1ccccc1[N+](=O)[O-],-14,6,-1,-7,7,-15,-20,5,13,-2,-2
COc1ccc(NC(=O)N2CCc3ccccc3C2)cc1,-37,-62,-8,-62,-48,12,-37,-25,-7,-15,5
COc1ccc(Nc2nc3ccccc3nc2NS(=O)(=O)c2cccs2)cc1,6,26,7,-6,-1,4,-23,12,14,4,-10
O=C(Nc1ncccc1O)c1ccc(Cl)c(S(=O)(=O)N2CCCCCC2)c1,-49,-27,-1,-8,-8,2,-32,7,15,-15,2
Cn1c(Sc2ccc(C(F)(F)F)cc2[N+](=O)[O-])nnc1-c1ccccc1,11,-9,2,-1,7,16,4,6,-1,2,6
Cc1nc2ccccc2c(=O)n1CCCn1ccnc1,1,5,-10,3,-1,10,-17,-2,-15,1,7
O=C1CCc2cc(S(=O)(=O)Nc3ccc(F)cc3)ccc2N1,0,13,-4,-8,-26,0,15,-11&-8,-10,4,3
CC1CCc2c(sc(NS(=O)(=O)c3ccccc3)c2C(=O)OC(C)C)C1 (stereo unspecified),9,-7,0,7,3,-1,-19,-4,1,-29,-4
CCOc1ccc(-n2c(SCC(=O)Nc3nccs3)nnc2-c2ccoc2C)cc1,-3,10,-2,2,3,5,10,1,-8,-10,21
O=C(Nc1ccccc1)N(Cc1ccccc1)Cc1ccccc1,28,-13,-8,10,1,1,3,5,-8,0,8
COC(=O)c1ccc(COc2ccccc2/C=N/NC(N)=O)o1,7,10,/,1,-5,2,-4,10,4,-55,-7
CN1CCN(C(=O)/C=C/c2ccc(Cl)c(Cl)c2)CC1,-8,-11,-6,-10,-10,0,-16,-14,21,-7,-7
COc1ccccc1N1CCN(C(=O)C(C)N(c2ccc(C)c(C)c2)S(C)(=O)=O)CC1 (stereo unspecified),0,1,7,0,-5,14,-14,2,2,-5,-7
O=C(N/C(=C/c1cccc([N+](=O)[O-])c1)C(=O)N1CCCCCC1)c1ccco1,11,14,-2,11,7,-4,-10,1,13,-16,-21
COc1ccc(/C(C)=N/N=C2/NC(=O)CC(C(=O)O)S2)cc1 (stereo unspecified),-17,-24,-3,3,0,4,-33,4,-18,5,-6
O=C(CSCc1ccc(Cl)cc1)NCC1CCCO1 (stereo unspecified),1,-21,-3,5,-3,-3,-31,-4,-4,-4,-10
O=C(/C=C/c1ccccc1)NC(=S)Nc1cccnc1,-4,-19,6,2,-5,-5,-3,-1,8,-28,-20
CC(C)c1ccc(C(=O)CN2C(=O)NC3(CCc4ccccc43)C2=O)cc1 (stereo unspecified),-5,-33,-23,-36,-8,-15,-37,-19,-9,-13,11
CCOP(=O)(c1ccc(N(C)C)cc1)C(O)c1ccccc1OC (stereo unspecified),-3,-9,-2,15,-17,5,18,-8,-12,-1,8
O=C(O)Cn1c(=O)c(-c2ccccc2)nc2ccccc21,-5,6,1,-1,-7,1,17,-5,0,-6,6
C(=N\n1cnnc1)/c1ccc(N2CCOCC2)s1,-6,12,-14,4,-16,-2,1,-16,-7,1,6
Cc1cccc(C)c1N(Cc1ccccc1F)S(C)(=O)=O,9,-6,13,11,7,-5,-26,4,-10,0,-10
COc1ccc(CCNC(=O)c2cc(-c3ccccn3)nc3ccccc23)cc1,2,-24,-2,6,-10,-7,-13,5,0,1,-7
COC(=O)[C@@]1(Sc2ccc(C)cc2)CC(=O)N[C@@H]1c1ccc(Br)cc1,/,0,/,-3,/,/,-2,-10,/,2,-5
CCOC(=O)c1nn(-c2ccccc2)c2nc(-c3ccc(OC)cc3)c(C#N)c(=O)n12,15,-5,-5,3,0,-16,6,-12,6,-16,-10
CC(C)c1ccc(NC2CCCN(C(=O)CCN3CCCO3)C2)cc1 (stereo unspecified),1,8,-3,-18,18,-8,14,1,17,5,-5
COc1ccccc1N1CCN(/N=C(\C)c2ccc(O)cc2)CC1,-48,-30,-11,-20,-46,-5,-5,-17,-3,-21,4
COc1cc(C2Nc3ccc4ncccc4c3C3=C2C(=O)CCC3)cc(OC)c1O (stereo unspecified),3,13,-5,-4,-22,-3,-25,-20,7,-7,11
O=C(Cc1ccccc1)NN1C(=O)C2C(C1=O)C1C=CC2C12CC2 (stereo unspecified),14,-1,1,29,-5,9,0,-5,-4,-8,-10
CCN(CC)C(=O)C1=C(C)N(Cc2ccc(C(C)(C)C)cc2)C(=O)C(CC(=O)NCCCN(C)C)C1 (stereo unspecified),10,-10,-10,-35,-23,-6,-7,6,14,7,-4
CSC1=C(C#N)C(c2cccc(Br)c2)CC(=O)N1 (stereo unspecified),10,-6,-1,10,5,-10,5,-11,9,6,-12
CCCn1c2ccccc2c2cnn(CC(=O)NC3CCC(C)CC3)c(=O)c21 (stereo unspecified),-1,-3,-6,14,2,-3,11,20,22,14,-15
Cn1cc(/C=C2\SC(=S)N(NC(=O)c3ccccc3Cl)C2=O)c2ccccc21,14,-22,-3,-12,1,-3,-6,3,-26,-8,6
O=S(=O)(N/N=C/c1ccc(Cl)cc1)c1ccc(Cc2ncc(C(F)(F)F)cc2Cl)s1,2,1,-8,-3,-51,1,-2,19,-23,-1,0
COc1ccc(S(=O)(=O)Nc2ccc(Cc3ccncc3)cc2)cc1C,-7,23,4,-8,4,-3,/,/,25,11,13
CCC(C)NC(=O)c1ccc2c(c1)S(=O)(=O)c1ccccc1C2=O (stereo unspecified),14,-5,8,-1,-6,-7,-6,-1,-23,-22,-11
Cc1ccc(NC(=S)Nc2c(C)n(C)n(-c3ccccc3)c2=O)cc1,6,-29,11,-7,2,-1,-31,-8,3,-17,-13
CCOCCCNC(=O)C(NC(=O)c1ccccc1O)c1ccc(C)cc1 (stereo unspecified),8,-10,-7,-1,-12,10,-27,1,10,16,1
CCN(CC)C(=O)C1=C(C)N(CCCN2CCCC2=O)C(=O)C(CC(=O)NC2CCCC2)C1 (stereo unspecified),7,5,-4,8,0,6,9,1,-3,17,8

# Some of these compounds in order of their number in COUP-TFII inh, lowest first.
mol	COUP-TFII inh
COC(=O)[C@@]1(Sc2ccc(C)cc2)CC(=O)N[C@@H]1c1ccc(Br)cc1	-10
O=C(Cc1ccccc1)NN1C(=O)C2C(C1=O)C1C=CC2C12CC2 (stereo unspecified)	-5
CCC(C)NC(=O)c1ccc2c(c1)S(=O)(=O)c1ccccc1C2=O (stereo unspecified)	-1

# By substructure: those above with bromine (two)
SMILES,SRC3 inh,TROY NFkB inh,EBV LMP1 NFkB,NR5A2 inv ag,SRC1 inh,KKLEB tox,NCOA2 inhibitor,COUP-TFII inh,CF NFkB inh,TWEAK-Fn14 inh,C8 TRAIL sens
COC(=O)[C@@]1(Sc2ccc(C)cc2)CC(=O)N[C@@H]1c1ccc(Br)cc1,/,0,/,-3,/,/,-2,-10,/,2,-5
CSC1=C(C#N)C(c2cccc(Br)c2)CC(=O)N1 (stereo unspecified),10,-6,-1,10,5,-10,5,-11,9,6,-12

# (listing goes on)
SMILES,SRC3 inh,TROY NFkB inh,EBV LMP1 NFkB,NR5A2 inv ag,SRC1 inh,KKLEB tox,NCOA2 inhibitor,COUP-TFII inh,CF NFkB inh,TWEAK-Fn14 inh,C8 TRAIL sens
C/C(=C\C(=O)c1ccccc1)Nc1cccc(O)c1,16,-14,-2,-2,-3,6,8,6,11,4,12
NC(=O)c1c(NC(=O)C2COc3ccccc3O2)sc2c1CCN(Cc1ccccc1)C2 (stereo unspecified),-32,22,8,-9,-18,3,2,16,-2,-9,8
COc1ccc(NC(=O)c2sccc2C)cn1,-40,-66,-4,-67,-18,-4,-9,-11,-22,10,10
O=C(CC1COc2ccccc2O1)NCCc1ccccc1 (stereo unspecified),-9,-37,-4,-1,-16,2,-6,2,1,-17,2
CCOC(=O)Cc1cnc(NC(=O)CSc2nc(C)cc(C)n2)s1,-2,-6,6,10,-4,-11,-12,18,19,2,3
COc1ccc(OC)c(C(C(=O)NC2CCCCC2)N(C(=O)c2snc(C(N)=O)c2N)c2ccccc2OC)c1 (stereo unspecified),7,5,10,16,4,8,14,17,-15,22,25
O=S(=O)(c1cccs1)N1CCC(Cc2ccccc2)CC1,29,13,-10,10,3,-14,-16,-17,7,11,6
O=C(Nc1ccc2nn(-c3ccccc3)nc2c1)c1ccc2c(c1)OCCO2,2,34,0,-9,-11,10,7,5,-5,22,6
COCc1cc(=O)[nH]c(/N=C(\N)Nc2ccccc2C)n1,4,13,-1,8,-8,2,6,-1,-1,8,-9
CN(C(=O)c1cccc(C#N)c1)c1nnc(C2CCCO2)s1 (stereo unspecified),-28,-1,-11,1,-28,8,9,6,-4,-2,-9
COc1ccccc1N(CC(=O)NCCc1ccccc1)C(=O)CCC(=O)Nc1nccs1,-1,4,-6,-22,5,2,8,0,0,8,0
COc1ccc(-c2cc(C(F)(F)F)nc(SCC(=O)NCc3cccs3)n2)cc1OC,8,11,11,2,-19,-1,-28,-3,22,21,7
Cc1ccc(/C=N\n2c(-c3ccccc3)n[nH]c2=S)s1,15,14,-6,8,-7,-5,11,2,-1,-12,10
Cc1ccc(NC(=O)CCNC(=O)c2ccccc2)cc1F,-9,-12,0,-5,-11,11,0,2,-10,-4,5
COc1ccc(-n2c(COc3ccc(C)cc3)nnc2SCC(=O)O)cc1,3,1,4,10,20,-4,8,-2,-5,0,3
O=C(COC(=O)CNC(=O)C1CCCCC1)Nc1ccc(Br)cc1Br,15,-7,-3,-3,-15,-18,-37,14,20,15,-6
COc1ccc(CCNC(=O)CN2C(=O)C3(OCCCO3)c3ccccc32)cc1OC,9,9,3,42,4,-13,7,-10,-4,-25,8
C/C(=N\NC(=O)Cn1cnc2ccccc21)c1cccs1,2,10,9,1,-2,0,-7,1,-6,-24,16
Cc1ccc(C(C(=O)NC2CCCC2)N2CCCCC2)cc1 (stereo unspecified),2,10,-4,-8,-19,1,-8,5,-11,4,6
Cc1nn(-c2nnc(NC3CCCCC3)nn2)c(C)c1Br,-62,-63,-30,-108,-93,2,-41,-33,9,-12,1
CNCC(O)c1ccc(OC(=O)C(C)(C)C)c(OC(=O)C(C)(C)C)c1 (stereo unspecified),-52,12,0,-17,-22,6,-10,-55,3,-13,0
CCN1CCN(C(=O)/C=C/c2ccc3c(c2)OCO3)CC1,8,-40,2,-12,-11,8,-7,-6,-14,-5,-4
Cc1ccc(C)c(Nc2cc(C)nc3ccccc23)c1,32,-1,16,13,7,-7,0,8,5,8,3
COCCC(=O)Nc1ccc2c(c1)CN(C(=O)CCSC)CC2,-1,2,-1,6,3,6,-15,11,-4,-14,-1
CCCOc1ccc(NC(=O)CC2C(=O)N(c3ccc(OCC)cc3)C(=S)N2C2CC2)cc1 (stereo unspecified),15,-5,-5,-13,-39,-9,-17,-6,7,-13,0
COc1ccc(-c2nc(N=Nc3ccc(O)cc3)n[nH]2)cc1,7,-54,9,-29,-7,25,-54,-22,-28,-5,16
C=CCOc1c(Cl)cc(CNn2cn[nH]c2=S)cc1OC,1,-34,2,-21,11,-13,-20,-18,2,-2,-5
O=C(NNC(=O)c1ccc(Br)o1)c1csc(N2CCOCC2)n1,-14,-7,0,2,-5,-9,5,14,6,-3,10

# Compounds as they come. Share with any hit: about 4.2%.
